Screening results from PubChem.
B2AR arrestin – beta2AR (human) beta-arrestin recruitment activity | P07550 | beta-arrestin recruitment to beta2AR, cell-based reporter | Potency, µM (highest dose often 46.1 µM), inactives show at the top dose activation, actives largely listed as activators | 330,000 tested, 0.02% active | AID 492947;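 also: potency is read from the fitted curve at half-maximal effect; 0% = DMSO controls and full agonism = EC100 isoproterenol or metaproterenol; nearly all actives have a fitted effect of over 65% in size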
uPA surface inh – inhibitors of cell surface uPA generation. Potency, µM (doses to about 38.3 µM), for inactives: top-dose activity change, negative = inhibition, hits mostly inhibitors. cell surface uPA generation assay, qHTS. AID 540303. 330,000 tested, 0.31% active; active = well fitted inhibition curve with a large enough effect; inconclusive = small, poorly fitted or top-dose-only effect; inactive = no such curve, though single readings can be large or run the other way; tested in mouse RAW 264.7 cells; also: potency is read from the fitted curve at half-maximal effect; nearly all actives have a fitted effect of over 55% in size
FBPA coupling cs – inhibits coupling enzyme system, counter-screen for aldolase hits; 290,000 tested, 0.67% active; coupling enzyme system counterscreen, AmpLite Red fluorescence; activity change, negative = inhibition, % at 58.2 µM, hits read low; in the data active = activity change below about -30%
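Counterscreen lacking aldolase: glyceraldehyde-3-phosphate coupling-enzyme reagent preincubated 10 min at RT with compound (at 57.5 uM final), then substrate/coupling system with AmpLite Red added; fluorescence read at 525/598 nm after 20 min RT.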
GALK inh – galactokinase (human) inhibition. P51570. Purified GALK, Kinase-Glo residual ATP luminescence. Potency, µM (top dose mostly 57.5 µM), inactives show at the highest dose activity change, negative = inhibition, usual class: inhibitors. 270,000 tested, 0.007% active; also: potency is read from the fitted curve at half-maximal effect
Target sequence (P51570 whole entry, looked up): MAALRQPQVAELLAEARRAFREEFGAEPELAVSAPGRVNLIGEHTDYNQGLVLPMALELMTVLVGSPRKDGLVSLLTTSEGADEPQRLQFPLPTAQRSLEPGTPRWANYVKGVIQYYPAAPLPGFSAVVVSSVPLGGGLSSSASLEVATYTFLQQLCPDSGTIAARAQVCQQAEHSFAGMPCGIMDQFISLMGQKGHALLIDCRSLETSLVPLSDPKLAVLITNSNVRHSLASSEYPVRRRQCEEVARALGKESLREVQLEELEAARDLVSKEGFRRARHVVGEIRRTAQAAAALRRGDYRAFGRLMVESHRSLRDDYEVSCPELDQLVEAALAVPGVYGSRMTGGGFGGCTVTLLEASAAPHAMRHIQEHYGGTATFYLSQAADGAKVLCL
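The enzyme phosphorylates galactose (100 uM) using ATP (35 uM); inhibition is detected as higher residual ATP, quantified by bioluminescence after 1 h reaction at room temperature, pH 8.0.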
KCNH2 3.1 inh – inhibitors of human KCNH2 3.1 potassium channel isoform; U2OS KCNH2 3.1, thallium flux FluxOr; active compounds read low; activity change, % (tested at about 1.8 µM); 340,000 tested, 0.95% active; AID 720553;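 active = maximum activity change below -70%; inconclusive = maximum activity change from -70% to -50%; inactive = maximum activity change above -50%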;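 also: thallium influx rate constant from kinetic fluorescence after stimulation buffer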
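Channel expression came from 3.1 mutant virus (1.77 x 10^8 /mL) applied to suspended U2OS cells for 4 h. Flux was tracked with FluxOr dye plus Red40 quencher, and kinetic rate constants normalized to controls.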
USP2a inh – inhibitors of human ubiquitin-specific protease USP2a. 330,000 tested, 0.01% active. Potency, µM (series often up to 38.3 µM), without a hit: at the top dose activity change, negative = inhibition, hits mostly inhibitors. O75604. USP2 core, Ub-CHOP2 coupled fluorogenic reporter, 485/531;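 also: potency is read from the fitted curve at half-maximal effect; plate controls were DMSO wells for no effect and full inhibition by NEM control for full effect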
Target sequence (O75604 whole entry, looked up): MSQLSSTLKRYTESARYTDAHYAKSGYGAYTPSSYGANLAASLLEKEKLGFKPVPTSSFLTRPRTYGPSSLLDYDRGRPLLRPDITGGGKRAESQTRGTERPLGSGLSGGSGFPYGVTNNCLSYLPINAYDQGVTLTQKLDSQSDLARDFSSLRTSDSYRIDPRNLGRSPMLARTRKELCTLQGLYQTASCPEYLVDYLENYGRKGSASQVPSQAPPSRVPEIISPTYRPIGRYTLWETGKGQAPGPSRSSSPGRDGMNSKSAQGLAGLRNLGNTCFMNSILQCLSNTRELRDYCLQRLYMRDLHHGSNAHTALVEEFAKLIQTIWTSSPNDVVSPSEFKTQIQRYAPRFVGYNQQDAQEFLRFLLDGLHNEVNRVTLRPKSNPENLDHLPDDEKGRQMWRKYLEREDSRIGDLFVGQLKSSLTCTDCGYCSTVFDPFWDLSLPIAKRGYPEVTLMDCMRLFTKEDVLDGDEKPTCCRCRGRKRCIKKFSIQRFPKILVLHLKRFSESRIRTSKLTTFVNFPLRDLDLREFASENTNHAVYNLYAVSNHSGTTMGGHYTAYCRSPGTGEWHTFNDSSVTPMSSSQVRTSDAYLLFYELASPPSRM
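Deubiquitinase activity read as fluorescence (485/531 nm) after Ub-CHOP2 cleavage activates the enterokinase reporter on its substrate; USP2 core 10nM, Ub-CHOP2 and substrate 25nM each, 30min compound preincubation then 60min RT; data normalized to NEM, curves fitted.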
KCNH2 WT inh – inhibitors of human wildtype KCNH2 potassium channel; Q12809; U2OS, BacMam KCNH2, thallium flux FluxOr; active compounds read low; activity change, % at 1.84 µM; 340,000 tested, 0.37% active; AID 720551;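 active = maximum activity change below -70%; inconclusive = maximum activity change between -70% and -50%; inactive = maximum activity change above -50%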
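U2OS cells transduced with wild-type KCNH2 virus are loaded with FluxOr dye for 45 min, and thallium flux is measured in kinetic reads before and after stimulation buffer. Rate constants are normalized to DMSO controls.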
Giardia kill – kills Giardia lamblia; Giardia lamblia trophozoite viability; activity change, % at 7.66 µM, hits read low; 340,000 tested, 0.15% active; in the data active = activity change below about -80%; inconclusive = between about -30% and that limit;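 also: parasites exposed to compound for two days anaerobically before the ATP read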
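Anaerobic 48 hrs incubation at 37 deg C of 100 trophozoites/well with test compounds; ATPLite 1-Step luminescence, 15-30 min RT, reports cellular ATP as viability.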
BCR signal inh – chronic active BCR signaling inhibition. Potency, µM (top dose mostly 46.1 µM), for the others: at the top dose ratio change, negative = lower green/red ratio, actives largely listed as inhibitors. 340,000 tested, 0.05% active. ABC-DLBCL IkBa-CBG/CBR reporter, luminescence ratio, 4 h; active = well fitted inhibition curve with a large enough effect in the signal ratio, with a control signal flat, not every such curve was filed as active; inconclusive = small, poorly fitted or top-dose-only effect, or effect the other way, or a change in a side signal; the % refers to the signal ratio;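 also: potency is read from the fitted curve at half-maximal effect; plate controls were basal doxycycline-induced cells for no effect and cells given 10 µM MG132 for full effect; MG132 reads +100%, hits lower the ratio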
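TMD8 human ABC-DLBCL cells with doxycycline-inducible IκBα–green luciferase fusion and unfused red luciferase, in 0.5% FBS medium; compounds up to 46 uM, 4 h at 37C. Green/red luminescence ratio, filter-overlap corrected, fitted to concentration-response curves.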
Eya2 inh – blocks the phosphatase activity of human Eya2. recombinant Eya2, OMFP fluorescence dephosphorylation (OMFP is methylfluorescein phosphate). Potency, µM (highest dose often 76.9 µM), for inactives: at the top dose activity, negative = inhibition, hits mostly inhibitors. 330,000 tested, 0.006% active. AID 488837; also: potency is read from the fitted curve at half-maximal effect
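Eya2 protein (added as 0.2 uM solution) was preincubated with compound for 10 min at ambient temperature in 50 mM HEPES pH 7.5, 50 mM NaCl, 5 uM MgCl2, 0.05% BSA, 1 mM DTT. OMFP (added at 50 uM) then reacted 10 min; fluorescence read at 485/525 nm.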
PKM2 activator – activators of human pyruvate kinase M2; P14618; purified PKM2, Kinase-Glo ATP luminescence, activation; response scale: 0% is enzyme alone, no compound; Potency, µM (series often up to 57.5 µM), for the others: at the top dose activation, usual class: activators; 260,000 tested, 0.34% active; AID 1631; also: potency is read from the fitted curve at half-maximal effect; nearly all actives have a fitted effect of over 55% in size
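Purified hPK-M2 (>95%) run at intermediate activity with 0.1 mM ADP and 0.5 mM PEP in 50 mM imidazole pH 7.2, KCl, MgCl2; 1 h room temperature. ATP formed read by Kinase-Glo luminescence; normalized to uninhibited and no-enzyme controls.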
* marks the source's active call; other numbers are inactive results; ? = inconclusive; / = not tested or not shown. Unless noted, calls follow the shape of the dose curve; as a rule, active = well fitted curve in the direction sought with a large enough effect; inconclusive = small, poorly fitted or top-dose-only effect, or another doubt; inactive = no such curve, though single readings can be large; an effect the other way counts as inactive or inconclusive. Unless noted, % is scaled to controls: 0 for no effect and ±100 for the full control effect.

SMILES	B2AR arrestin	uPA surface inh	FBPA coupling cs	GALK inh	KCNH2 3.1 inh	USP2a inh	KCNH2 WT inh	Giardia kill	BCR signal inh	Eya2 inh	PKM2 activator
Cc1c(C=O)n(C)n(-c2ccccc2)c1=O	0.0%	0.0%	-0.4	0.9%	10.9	-1.0%	-10.0	-3.1	-2.6%	10.5%	-2.3%
COC(=O)c1ccc(NC(=O)c2ccc3c(c2)C(=O)N(Cc2cccnc2)C3=O)cc1	-0.3%	2.6%	/	3.0%	-44.5	1.4%	4.6	10.8	-2.2%	0.0%	4.1%
Cc1ccc(C(=O)c2coc3ccc(O)c(Cl)c23)cc1	0.4%	-6.3%	-29.9	-2.8%	-13.2	-1.7%	4.6	16.5	?	-22.1%	-3.5%
CC1CN(C(=O)COc2ncnc3ccccc23)CC(C)O1 (stereo not given)	-0.4%	-0.5%	5.8	-1.7%	2.9	0.5%	6.6	-5.4	-1.7%	3.6%	-0.9%
O=C(NNC(=O)C1C2CCC(C2)C1C(=O)O)c1cccc(Cl)c1 (stereo not given)	-1.0%	1.0%	3.5	7.1%	4.1	-15.9%	22.4	1.3	?	-3.3%	-5.0%
Cc1ccccc1NC(=S)Nn1cnnc1	-0.2%	-2.8%	/	2.0%	-1.7	0.3%	-14.9	-13.7	1.2%	3.6%	-8.2%
COc1cccc(-c2nc(-c3ccc(NC(=O)c4ccncc4)cc3)no2)c1	-0.5%	3.5%	4.3	3.4%	5.2	-0.1%	0.3	-4.7	6.3%	-15.1%	2.2%
O=C(NCC1CCCO1)C1CCN(S(=O)(=O)c2cc(Cl)ccc2Cl)CC1 (stereo not given)	0.3%	2.3%	3.8	5.8%	8.2	-0.2%	-11.9	-1.6	-10.0%	-0.6%	/
CC(C)n1c(-c2ccco2)csc1=Nc1cccnc1	-0.3%	-6.8%	1.6	0.0%	5.8	3.2%	-2.9	3.9	-17.8%	11.8%	0.6%
CCCNC(=O)c1ccc2c(c1)S(=O)(=O)c1ccccc1C2=O	-0.6%	-4.4%	0.6	3.4%	19.9	1.8%	-4.3	-0.6	-6.8%	-0.7%	-5.8%
CC(=O)c1cc2c(cc1NS(=O)(=O)c1ccc3c(c1)OCCO3)OCO2	-0.5%	-8.9%	0.4	2.4%	-3.4	2.7%	-4.8	-3.1	-3.8%	-5.2%	14.4%
Cc1nccn1CC(O)COC1CCCCC1 (stereo not given)	0.0%	9.0%	-1.4	-1.7%	11.8	0.0%	-1.3	7.7	1.9%	3.5%	-4.6%
Cc1ccc(S(=O)(=O)NCc2ccncc2)cc1	-0.5%	-8.5%	-0.1	1.0%	10.1	2.7%	4.9	27.1	-4.9%	9.1%	0.9%
N#C/C(=C(\O)Cc1ccccc1)c1nc2ccccc2[nH]1	-0.2%	-2.0%	-1.7	-1.9%	2.9	1.7%	-1.3	-0.1	5.4%	-0.8%	1.0%
Cc1onc(-c2ccccc2Cl)c1C(=O)N1CCC(Cc2ccccc2)CC1	1.2%	-12.8%	/	4.4%	-16.0	-0.6%	5.7	-12.7	-0.8%	-12.6%	/
CC(C)CCN1CCN(Cc2ccc(C#CC(C)(C)O)s2)CC1CCO (stereo not given)	-0.1%	1.2%	2.1	12.8%	?	1.6%	13.6	18.7	-10.9%	-8.4%	-1.6%
COc1cc(OC)cc(C(=O)NCc2cccnc2)c1	-0.3%	1.8%	5.5	-2.9%	3.1	0.9%	3.7	-1.0	5.1%	2.7%	-7.4%
COc1cccc2cc(C(=O)N(Cc3ccccc3)CC3CCCO3)c(=O)oc12 (stereo not given)	-0.5%	-0.4%	4.6	0.3%	7.2	-0.9%	-14.3	-9.4	1.2%	-3.2%	-9.9%
CCOC(=O)COc1ccccc1/C=N\NC(=O)c1cc2c(ccc3ccccc32)o1	0.3%	-4.9%	/	-2.9%	/	1.0%	7.9	17.9	?	-2.3%	/
CCOc1cc2c(cc1OCC)CN(CC(=O)Nc1ccccc1C(=O)NC1CC1)CC2	0.1%	19.0%	/	/	7.1	2.1%	-11.4	-10.5	3.5%	11.5%	/
Clc1ccccc1C1CC(c2ccccc2)=Nc2ccccc2N1 (stereo not given)	0.3%	-11.0%	1.3	-2.3%	-11.9	2.3%	-5.6	-9.0	11.9%	5.9%	-6.2%
O=C(CSc1n[nH]c(=O)[nH]c1=O)NCC1CCCCC1	-0.2%	-1.4%	5.6	11.5%	2.1	-0.2%	7.9	19.3	0.9%	-1.6%	0.0%
O=C(O)C1Nc2c(cccc2C(F)(F)F)C2C=CCC12 (stereo not given)	0.2%	/	2.5	-0.9%	/	5.5%	/	/	6.6%	19.0%	/
COc1cccc(NC(=O)CCc2c(C)nn(-c3ccc(N4CCOCC4)nn3)c2C)c1	0.5%	-1.6%	0.5	0.8%	0.2	3.5%	0.1	-4.8	-7.4%	2.0%	-6.4%
O=C(N/N=C/c1ccc[nH]1)c1c[nH]c2ccccc12	0.9%	5.0%	-0.6	7.2%	-12.6	-2.4%	-15.0	-3.2	?	-3.2%	-1.2%

Continued, starting with the last 4 of the part before.
SMILES	B2AR arrestin	uPA surface inh	FBPA coupling cs	GALK inh	KCNH2 3.1 inh	USP2a inh	KCNH2 WT inh	Giardia kill	BCR signal inh	Eya2 inh	PKM2 activator
O=C(CSc1n[nH]c(=O)[nH]c1=O)NCC1CCCCC1	-0.2%	-1.4%	5.6	11.5%	2.1	-0.2%	7.9	19.3	0.9%	-1.6%	0.0%
O=C(O)C1Nc2c(cccc2C(F)(F)F)C2C=CCC12 (stereo not given)	0.2%	/	2.5	-0.9%	/	5.5%	/	/	6.6%	19.0%	/
COc1cccc(NC(=O)CCc2c(C)nn(-c3ccc(N4CCOCC4)nn3)c2C)c1	0.5%	-1.6%	0.5	0.8%	0.2	3.5%	0.1	-4.8	-7.4%	2.0%	-6.4%
O=C(N/N=C/c1ccc[nH]1)c1c[nH]c2ccccc12	0.9%	5.0%	-0.6	7.2%	-12.6	-2.4%	-15.0	-3.2	?	-3.2%	-1.2%
Cc1nc([N+](=O)[O-])cn1CC(O)c1ccc(-c2ccccc2)cc1 (stereo not given)	-0.2%	2.0%	-0.2	/	12.8	-1.0%	3.5	-20.0	14.0%	-11.9%	?
CCn1c(N)c(C(=O)NC2CCCCC2)sc1=S	-0.1%	/	1.3	-1.0%	5.5	-1.0%	-4.2	-5.3	?	-15.8%	3.2%
Cc1ccccc1NC(=O)CCCSc1nc2ccccc2s1	1.1%	19.9%	-8.3	1.2%	-1.6	0.0%	1.3	8.8	?	2.1%	-3.9%
CCCCCCCCCC(=O)OCC(O)CO (stereo not given)	-0.3%	1.9%	3.5	4.3%	-0.1	2.1%	-2.0	-1.0	?	-3.4%	-11.3%
CCCC(C)C(=O)Nc1ccc(NC(C)=O)cc1 (stereo not given)	-0.8%	4.5%	6.4	-0.2%	10.2	-7.0%	-9.8	-15.8	-7.7%	5.5%	-5.3%
Cc1nnc(NC(=O)c2ccco2)s1	-0.1%	-0.9%	0.9	-0.1%	-2.2	5.0%	17.1	-13.9	2.8%	0.5%	-1.2%
Cc1ccc(C)n1-c1ncc(Br)cn1	-0.1%	-2.1%	-0.9	-1.2%	4.5	1.9%	1.5	-8.0	-2.0%	7.2%	1.5%
COc1ccc(-n2c(CN3CCN(c4ccc(F)cc4)CC3)nc3ccc([N+](=O)[O-])cc3c2=O)c(OC)c1	0.1%	-0.8%	-5.1	-0.8%	-21.0	-8.8%	-5.9	-19.0	?	-10.7%	/
COc1cc(Cl)c(C)cc1NC(=O)CCCN1C(=O)CCC1=O	-0.1%	-1.7%	-1.5	-1.9%	-9.3	0.5%	-4.0	10.9	-6.5%	-32.3%	1.3%
COC(=O)Cc1ccc(NC(=S)N2CCN(c3ccc(OC)cc3)CC2)cc1	0.2%	2.4%	1.5	0.8%	-21.0	3.0%	3.1	-23.0	5.7%	-4.9%	-0.1%
C=CCSc1nnc(CNC(=O)c2ccc(Cl)cc2)n1CC	0.5%	6.4%	-8.4	0.8%	-2.1	-0.2%	1.9	-25.7	1.0%	-4.7%	-9.6%
CC(C)NCC1CCc2cc(CO)c([N+](=O)[O-])cc2N1 (stereo not given)	-1.0%	-4.7%	3.0	1.0%	-1.6	-3.8%	12.8	6.8	?	-2.2%	-1.3%
CC(C)c1ccc(NC(=O)COc2ccccn2)cc1	-0.2%	0.6%	1.5	4.1%	-1.6	5.8%	4.0	23.8	-16.2%	-4.9%	-0.3%
COc1ccc(C(=O)C[n+]2ccccc2C)cc1	-1.5%	2.2%	2.5	1.1%	3.7	3.3%	-0.2	10.0	6.7%	-2.3%	3.3%
Oc1ccccc1/C=N/Nc1nccnc1Cl	0.1%	-19.2%	1.0	0.3%	-3.0	3.6%	-1.4	13.7	?	3.4%	-29.1%
